From PubChem BioAssay
HCMV inh – blocks human cytomegalovirus replication; HFF cells, HCMV-luciferase reporter, 72 h; stronger effect = lower value; activity change, negative = inhibition, % at 57.5 µM; 410,000 compounds, 4.5% hits; AID 1259415; in the data active = activity change below about -60%; inconclusive = no clear call, values can overlap the other calls; inactive = above about -39%
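Two compound doses tested in HFFs infected with HCMV-luciferase, MOI 1 PFU/cell, 72 h at 37C. Lysate luminescence read with OneGlo; data normalized against buffer-only and 10uM Salinomycin inhibitor controls.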
* hit, by the source's call; ? = inconclusive. % is set by controls: 0 for no effect and ±100 for the full control effect. These rows are one share of the data; rates above refer to the full screens.

| smiles | HCMV inh |
| --- | --- |
| COC(=O)C[C@@H]1C=C[C@@H](NC(=O)CN(C)C)[C@@H](CO)O1 | 4 |
| Cc1ccc(S(=O)(=O)N2[C@@H](CO)CO[C@H]2CC(=O)OCc2ccccc2)cc1 | -11 |
| CCCCNC(=O)C1C(c2ccccc2)=Nc2ccccc2N1C(=O)c1ccc2c(c1)OCO2 (stereo not drawn) | -7 |
| COc1cccc(C(NC(C)=O)c2nc(-c3ccc(F)c(Cl)c3)cs2)c1 (stereo not drawn) | 32 |
| CC(C)(C)Cc1c(-c2ccc(Br)cc2)nc2ccc(Cl)cn12 | 19 |
| O=S1(=O)CC(N2CCN(CC3CC3)CC2)CN1CCc1ccccc1 (stereo not drawn) | 15 |
| Cc1nc2ccc(NC(=O)c3ccccc3)cc2c(=O)n1Cc1ccc(F)cc1 | -73* |
| O=C(NC1CCCC1)c1nc2ccccc2nc1-c1ccc(F)c(F)c1 | 64 |
| COc1cccc2c1OC1(N3CCOCC3)CCCCC1C2C[N+](=O)[O-] (stereo not drawn) | -27 |
| CC(=O)Nc1cccc(-c2cc(NC(C)=O)c3ncc(-c4ccccc4)n3c2)c1 | 8 |
| O=c1cc(CN(Cc2ccccc2)Cc2ccccc2)c2ccccc2o1 | -8 |
| O=C(Nc1ccc(Cl)cc1C(=O)c1ccccn1)c1ccccc1 | 20 |
| COc1ccc(CC(=O)Nc2cc(S(=O)(=O)N3CCCCC3)ccc2OC(C)C)cc1OC | -11 |
| CC#CC(=O)N1CCC(n2nccc2NC(=O)CCc2ccccc2)CC1 | -11 |
| CC(C)(C)c1cc(NC(=O)C2(C)CCN2C(=O)c2ccccc2CCc2ccccc2)no1 (stereo not drawn) | -28 |
| CC(C)(C)S(=O)N1Cc2cc(C(=O)N3CCOCC3)nc(-c3cccc(Br)c3)c2[C@@H]1CCO (stereo partly drawn) | 1 |
| CC[C@H](C)[C@@H]1NC(=O)CNC(=O)c2csc(n2)[C@H](C(C)(C)O)OC(=O)C(C)(C)[C@H](CCCC(C)(Cl)Cl)OC(=O)c2csc1n2 | -79* |
| CC(C)CC1NC(=O)c2cc3ccccc3cc2-n2c1nc1cc(Cl)ccc1c2=O (stereo not drawn) | -28 |
| O=C(NC1CCCC1)C1C(c2ccccc2)=Nc2ccccc2N1C(=O)c1cc(Cl)cc(Cl)c1 (stereo not drawn) | ? |
| COCCN1C[C@@H](CO)O[C@@H](n2cnc3c(N4CCN(c5ccccc5)CC4)ncnc32)C1 | -16 |
| CC(=O)Nc1cccc(-c2ccnc3c2CC(C)(C(=O)NCC2CC2)O3)c1 (stereo not drawn) | -29 |
| CN(C)CCNc1ncnc2c1ncn2[C@H]1CN(Cc2ccc(Cl)cc2)C[C@@H](CO)O1 | -14 |
| C[C@H]1CNC(=O)c2c(C(=O)NC3CCN(C(=O)OC(C)(C)C)CC3)ncn21 | -4 |
| CC(C)[C@@H]1Cc2[nH]n(C)c(=O)c2[C@H](c2ccc(Cl)cc2)O1 | -32 |
| C=CCC1(CC=C)CC(Cc2cnccn2)N(C(=O)OC(C)(C)C)C1 (stereo not drawn) | -7 |
| O=C1NC[C@H](CCCCN2C[C@@H](Cc3ccccc3)N(CC3CCCCC3)C(=O)C2=O)N(CCC2CCCCC2)C1=O | -12 |
| COC(=O)C[C@H]1C=C[C@@H](NS(=O)(=O)c2ccccc2)[C@@H](CO)O1 | -30 |
| O=S1(=O)CC(N2CCN(c3ccccn3)CC2)CN1Cc1ccc(F)cc1 (stereo not drawn) | -6 |
| COc1ccc(Cl)c(-c2cc(C(=O)NCc3ccc(C(F)(F)F)cc3)[nH]n2)c1 | -38 |
| Cc1ccccc1CN1C[C@H]2CON(C)[C@H]2C[C@H]1c1cccc(Br)c1 | -15 |
| Cn1c(=O)c2cc(NC(=O)NCc3ccccc3)ccc2n1Cc1cccc(C(F)(F)F)c1 | 17 |
| CCc1ccc(CN2CCC(n3nccc3NC(=O)c3ccccc3OC)CC2)o1 | -13 |
| O=C(C[C@H]1C[C@H]2c3cc(NC(=O)CC4CC4)ccc3O[C@H]2[C@H](CO)O1)NCc1ccccc1F | -1 |
| C[C@H](CO)N1C[C@H](C)[C@H](CN(C)C(=O)c2ccc3ccn(C)c3c2)OCc2cnnn2CCCC1=O | 6 |
| CN(C)C(=O)C1=NOC2(C1)C(=O)Nc1ccccc12 (stereo not drawn) | -6 |
| Cc1c(C(=O)NCc2ccc(Cl)c(Cl)c2)sc(=O)n1Cc1ccc(S(C)(=O)=O)cc1 | -80* |
| Cc1ccc2nc(-c3ccc(Cl)cc3)c(Cc3ccsc3)n2c1 | -23 |
| CN(C)C=Nc1ccc([N+](=O)[O-])c2ccccc12 | -13 |
| CCOC(=O)Cc1ccc(Nc2nc3cc(-c4ccccc4C)sc3c(=O)n2C)cc1 | 29 |
| CC(=O)c1ccc(Nc2nc(C(N)Cc3ccc(Cl)cc3)cs2)cc1 (stereo not drawn) | 16 |
| CSCCC(C(=O)NC(C)(C)C)n1c(-c2cccc(NC(C)=O)c2)nc2ccccc21 (stereo not drawn) | 2 |
| COc1cccc(CNc2nc(NCC3CC3)nc3ccsc23)c1 | -71* |
| CN(C)Cc1csc(NC(=O)Nc2cccc(C(F)(F)F)c2)n1 | -26 |
| Cc1cc(C)cc(Cn2c(C)c(C(=O)N(C)Cc3ccc(F)cc3)sc2=O)c1 | -15 |
| CCCCCC(=O)N1C[C@@H](n2cc(C3CC3)nn2)[C@H](O)C[C@@H]1c1ccc(C)cc1 | -11 |
| O=C(NCc1cccnc1)c1cc(C2CCCCN2S(=O)(=O)c2cccs2)on1 (stereo not drawn) | -29 |
| Cc1cc(Br)cn2c(Cc3cccc(F)c3)c(-c3ccc(C#N)cc3)nc12 | 13 |
| CC1(C(=O)NS(=O)(=O)Cc2cccc(Cl)c2)CCN1C(=O)CC1CCCC1 (stereo not drawn) | -5 |
| CCC(CC)C(=O)N(C)c1c(C)nc2c(OCc3cccc(Cl)c3)cccn12 | -11 |
| N#Cc1ccccc1CN1CCN(c2ncc(C(=O)NCc3ccco3)s2)C1=O | -24 |
| CC(C)C[C@@H]1COc2cc(N3CCCC3)ccc2S(=O)(=O)N1 | -6 |
| CC1(C(=O)NS(=O)(=O)c2ccc(Cl)cc2)CCN1C(=O)Cc1cccc2ccccc12 (stereo not drawn) | -16 |
| C[C@H](CO)N1C[C@H](C)[C@H](CN(C)C(=O)c2ccccc2F)Oc2ncc(Br)cc2C1=O | 8 |
| COc1ccc(-c2ccc(N3C(c4cc(OC)cc(OC)c4)=Cc4ccc(OC)cc4C3CC(C)=O)cc2)cc1 (stereo not drawn) | -33 |
| Cc1cc2nc(-c3ccc(C#N)cc3)c(Cc3ccsc3)n2c(C)c1Br | 52 |
| O=S1(=O)CC(N2CCSCC2)CN1Cc1cn(Cc2ccc(Cl)cc2)nn1 (stereo not drawn) | -13 |
| CN(C)S(=O)(=O)c1ccc(C(=O)Nc2nnc(SCC(=O)N3CCOCC3)s2)cc1 | -27 |
| O=C(NC(c1ccccc1)c1ccsc1)C1CCN(Cc2ccc(Oc3ccccc3)cc2)CC1 (stereo not drawn) | -12 |
| C[C@H](c1ccccc1)N1C[C@H](COCc2ccccc2)Oc2cc(N3CC[C@@H](N(C)C)C3)ccc2S1(=O)=O | -10 |
| O=S(=O)(c1cccs1)N1CCCc2nc(-c3ccc(F)cc3)ccc21 | 38 |

Part of the list above, field by field.
Structure: CCCCCC(=O)N1C[C@@H](n2cc(C3CC3)nn2)[C@H](O)C[C@@H]1c1ccc(C)cc1
  HCMV inh = -11
Structure: O=C(NCc1cccnc1)c1cc(C2CCCCN2S(=O)(=O)c2cccs2)on1 (stereo not drawn)
  HCMV inh = -29
Structure: Cc1cc(Br)cn2c(Cc3cccc(F)c3)c(-c3ccc(C#N)cc3)nc12
  HCMV inh = 13
Structure: CC1(C(=O)NS(=O)(=O)Cc2cccc(Cl)c2)CCN1C(=O)CC1CCCC1 (stereo not drawn)
  HCMV inh = -5

Later entries
| smiles | HCMV inh |
| --- | --- |
| CCOC(=O)c1cccc(C2=C(CNC(=O)c3cccnc3)[C@H]3CC[C@@H](C2)N3Cc2ccccc2)c1 | -9 |
| COc1ccc(C(C)(C)C)cc1NC(=O)CN(C)C1=NS(=O)(=O)c2ccccc21 | 7 |
| COc1ccc(-c2cn(CCC(=O)O)c(=O)cn2)cc1 | -13 |
| CCOc1ccc(NC(=O)COC(=O)C2COc3ccccc3O2)cc1 (stereo not drawn) | 63 |
| CC(=O)OC1C(OC(C)=O)C2C(C)CC3OC(=O)C(C)C3CC2(C)C1OC(C)=O (stereo not drawn) | -33 |
| CCc1nc2c(OCc3ccc(C(F)(F)F)cc3)cccn2c1N(C=O)Cc1ccc(OC)cc1 | -37 |
| Clc1ccc(-c2csc(NCC3CCCO3)n2)cc1 (stereo not drawn) | ? |
| CNC(=O)C1Cc2c(-c3ccc4c(c3)OCO4)ccnc2O1 (stereo not drawn) | -2 |
| Cc1cc(N2CCN(C(=O)Oc3ccc([N+](=O)[O-])cc3)CC2)c2ccccc2n1 | ? |
| CCc1nc2c(OCc3ccc4c(c3)OCO4)cccn2c1N(C=O)Cc1ccc(OC)cc1 | 16 |
| O=C1NC[C@H](CCCCN2CCN(Cc3ccccc3)C(=O)C2=O)N(CC2CCCCC2)C1=O | -22 |
| COC1OC(c2ccccc2)=C(c2ccc(C(N)=O)cc2)c2ccc(F)cc21 (stereo not drawn) | 16 |
| CCOC(=O)[C@]12Cc3ccc4ccccc4c3[C@H]1N(Cc1ccccc1)C(=O)c1ccccc12 | 59 |
| CCOC(=O)C1CCN(C(=O)c2ccc3c(=O)n4nc(Nc5ccccc5OC)sc4nc3c2)CC1 | 8 |
| Cc1ccc2n1Cc1cnnn1-c1ccccc1-2 | -3 |
| COc1ccc(-c2nc3cc(C)c(Br)c(C)n3c2CC2CCCCC2)cc1OC | -14 |
| CCCc1nc2c(C)cc(Br)cn2c1Cc1ccsc1 | -1 |
| COc1ccc(CN2C(=O)CCC2(C)c2nnnn2Cc2ccccc2)cc1 (stereo not drawn) | 17 |
| CCCCN1C(=O)C(CC(=O)NCCc2ccccn2)CC(C(=O)N2CCCCCC2)=C1C (stereo not drawn) | 3 |
| CCCCN1C(=O)C(CC(=O)NCc2cccc3ccccc23)CC(C(=O)N(CC)CC)=C1C (stereo not drawn) | -1 |
| Cc1cccc(NC(=O)COC(=O)CN2C(=O)C3CCCCC3C2=O)c1C (stereo not drawn) | -1 |
| COc1ccc2c(c1)c1c(c(=O)n(-c3ccc(C)cc3)c(=O)n1CC(=O)NCC1CCCO1)n2C (stereo not drawn) | 30 |
| COc1ccc(-c2nc3c(Cl)cc(C(F)(F)F)cn3c2Cc2cccc(Cl)c2)cc1OC | 1 |
| COc1ccc(CN(C)C[C@H]2OCc3cnnn3CCCC(=O)N([C@H](C)CO)C[C@@H]2C)cc1 | -18 |
| COc1ccc(C(C)(O)c2nc(-c3cccc(NC(C)=O)c3)cs2)cc1 (stereo not drawn) | 12 |
| Cc1ccc(CNc2ncnc3ccc(-c4ccoc4C)cc23)o1 | -30 |
| Cc1ccc(CNC(=O)O[C@H]2CC[C@@]34CCCN3C(=O)CCC[C@H]4[C@H]2Cc2ccccc2)o1 | -23 |
| O=C(NN=Cc1ccc2c(c1)OCO2)c1ccc([N+](=O)[O-])cc1 | -2 |
| COc1cc(C(=O)N2CCN(C3=NS(=O)(=O)c4ccccc43)CC2)cc(OC)c1OC | -19 |
| CN(C)C1CN(Cc2cn(Cc3ccc(C(F)(F)F)cc3)nn2)S(=O)(=O)C1 (stereo not drawn) | -13 |
| CCCCN(C=O)c1c(CC)nc2ccc(C(=O)NCCOc3ccc(OC)cc3)cn12 | 4 |
| CC(=O)Nc1ccc(C(=O)N2CCCC(c3cc(C(=O)Nc4ccccc4)no3)C2)cc1 (stereo not drawn) | ? |
| O=C(Nc1ccccc1)c1cc(C2CCCN(C(=O)C/C=C/c3ccccc3)C2)on1 (stereo not drawn) | 11 |
| Cc1ccccc1-c1csc(C(O)(c2ccccc2)C(F)(F)F)n1 (stereo not drawn) | 3 |
| CCCCn1nnnc1C(c1ccccc1)N1CCN(C/C=C/c2ccccc2)CC1 (stereo not drawn) | -5 |
| CC(C)Cc1nnc(NC(=O)C2CCCN(C(=O)c3ccc(Cl)cc3)C2)s1 (stereo not drawn) | 44 |
| CCOC(=O)C1=CCN(S(=O)(=O)c2ccccc2Cl)C1c1cccc(F)c1 (stereo not drawn) | -29 |
| CCCCNC(=O)c1nc2ccc(Br)cc2nc1-c1cccc(Br)c1 | -6 |
| O=C(NCc1ccc(F)cc1)c1cc(C2CCCCN2C(=O)OCCF)on1 (stereo not drawn) | 3 |
| OC1CCC(Nc2ccn3nc(-c4cccc(OCc5ccccc5)c4)cc3n2)CC1 (stereo not drawn) | 41 |
| CNc1cc(-c2cccc(N(C)C)c2)ncn1 | 94 |
| CCN(CC)C(=O)c1cccc(-c2csc(C(O)c3ccco3)n2)c1 (stereo not drawn) | 25 |
| Cc1cccc(C)c1NC(=O)C(c1ccccc1)N1CCN(C)CC1 (stereo not drawn) | -8 |
| Fc1cccc(Cc2c(-c3cccc(Cl)c3)nc3c4ccccc4ccn23)c1 | 43 |
| NC(=O)CSc1nnc(-c2ccco2)n1-c1ccc(F)cc1 | -1 |
| O=C1Cc2ccccc2C(=O)N1 | -2 |
| COC1CCN(C(=O)c2cc(COc3cc(C)ccc3C)on2)CC1 | -1 |
| CCCCNC(=O)C1(C)CCN1C(=O)c1ccc(C)c(F)c1 (stereo not drawn) | 4 |
| CC(C)Oc1ccc(CN2CCC2(C)C(=O)Nc2ccc3c(c2)OCO3)cc1 (stereo not drawn) | ? |
| COc1cc2c(c(OC)c1OC)-c1ccc(C(=O)O)cc1[C@@H](NC(C)=O)CC2 | -16 |

Random excerpt: 4 records from the list, in no set order.
| smiles | HCMV inh |
| --- | --- |
| Cc1ccccc1-c1csc(C(O)(c2ccccc2)C(F)(F)F)n1 (stereo not drawn) | 3 |
| O=C1Cc2ccccc2C(=O)N1 | -2 |
| COc1cc2c(c(OC)c1OC)-c1ccc(C(=O)O)cc1[C@@H](NC(C)=O)CC2 | -16 |
| NC(=O)CSc1nnc(-c2ccco2)n1-c1ccc(F)cc1 | -1 |
